Bioassay records from PubChem.
Growth percent in the NCI-60 one-dose screen (48 h, 10 µM unless noted): 100 = growth as untreated, 0 = no growth, -100 = all killed.
HOP-62: HOP-62 NSCLC; AID 1794735; hit rate 3.9% among 80,000
HOP-92: HOP-92 NSCLC cells. hit rate 6.3% among 71,000
SK-MEL-5: SK-MEL-5 melanoma. hit rate 6.4% among 80,000. AID 1794755
M14: M14 melanoma | hit rate 6.2% among 80,000
CCRF-CEM: CCRF-CEM leukemia; AID 1794778; hit rate 7% among 77,000
LOX IMVI: LOX IMVI melanoma | hit rate 7.4% among 79,000 | AID 1794757
EKVX: EKVX NSCLC; hit rate 3% among 71,000
A549/ATCC: A549/ATCC NSCLC; hit rate 3.7% among 81,000
Numbers without * were called inactive; nt = not tested or not shown; & = joins results of further samples; ! = a repeat was not active. How the source made its calls: active means growth percent below 10; inactive means the rest.

SMILES	HOP-62	HOP-92	SK-MEL-5	M14	CCRF-CEM	LOX IMVI	EKVX	A549/ATCC
CCCCC1(CO)NC(=O)NC1=O (stereo not drawn)	92	103	96	105	105	94	102	91
O=C(NCc1ccco1)Nc1cccc(-c2ccccc2)c1	110	103	102	106	108	100	nt	113
O=C(n1ccc2cc(OS(=O)(=O)c3ccc(F)cc3)ccc21)C12CC3CC(CC(C3)C1)C2	88	73	87	82	93	92	81	90
Cc1ccc(Nc2cc(N)nc(N)n2)cc1Cl	87	84	97	94	97	97	68	83
COc1ccc(/C=C2/C(=O)ON=C2C)cc1	101	94	103	109	105	99	109	103
Cc1ccc(/C=C/C(=O)c2ccc(S(=O)(=O)NCCNc3nc(N(C)C)nc(N4CCOCC4)n3)cc2)cc1	114	93	89	96	52	42	83	80
CC(=O)c1ccc(Nc2nc(SC(C)C)nc(-c3ccccc3)c2C#N)cc1	-28*!	-16*!	38&98	74&118	97&96	0.8*!	40&111	57&93
N#C/C(=C/c1ccc(O)c(O)c1)C(N)=O	103	nt	100	116	102	110	nt	109
COc1ccc2cc(C(=O)/C=C/N=C3C=NNC3=O)ccc2c1	99	79	95	90	75	92	92	82
Cc1ccc(S(=O)(=O)OCCO[C@H]2Cc3cc4ccc(=O)oc4cc3OC2(C)C)cc1	96	82	92	96	97	104	87	95
NS(=O)(=O)c1ccc(Nc2nc(SCC(=O)c3ccccc3)nc3c2CCC3)cc1	101	79	96	101	92	88	98	97
COc1ccc(-c2ccc(-c3ccc(C(=N)N)c(F)c3)s2)cc1	-76*	-88*	-94*	-83*	-68*	-84*	nt	-82*
O=C(NNc1ccccc1)n1c(=O)c2ccccc2c(=O)n1-c1ccccc1	91	94	101	100	100	nt	91	83
CCOC(=O)CC(=O)c1c(C)cc(C)cc1C	110	111	100	100	91	98	105	107
Cc1ccc(/C(O)=C/c2nc3ccc(C)cc3oc2=O)cc1	115	nt	100	107	77	105	93	106
CCCCCCCC/C=C/CCCCCCCC1=NC(C)(C)CN1CCO	6.2*	nt	3.2*	nt	-39*	-75*	59	25
O=C(O)C=C1c2ccccc2-c2ccccc21	112	87	105	105	108	100	108	97
COc1cc(C(=O)c2c(-c3ccccc3)oc3ccccc23)cc(OC)c1O	38	55	16	17	14	37	51	47
COc1ccc(-c2cn(CC(=O)Nc3nc4ccccc4s3)nn2)cc1	113	115	99	100	101	96	95	103
c1ccc(-c2ccc(-c3nc4ccccc4[nH]3)cc2)cc1	80	70	100	94	38	84	nt	92
COC(=O)c1c(NC(=O)c2cc(C)oc2C)sc2c1CCCC2	98	107	98	94	103	94	87	95
CCCCCCCCCCCCCCCC[N+]1(C)CCOCC1	nt	-15*	40	1.5*	-42*	-79*	64	24
[O-][N+](=Nc1ccc(Br)cc1)c1ccc(Br)cc1	84	87	98	95	88	95	72	95
CC(=O)SC(c1ccccc1)(c1ccccc1)c1ccccc1	143	114	104	101	94	99	103	94
CS(=O)(=O)Nc1ccccc1NS(C)(=O)=O	95	72	102	102	97	105	117	nt
Cc1nc(-c2ccccc2)ncc1C(=O)O	98	100	94	94	102	98	98	101
COc1cc(OC)c(NC(=O)c2ccccc2Cl)cc1Cl	99	nt	101	96	nt	92	nt	nt
C/C(=C1/SC(=S)NC1=O)c1ccc(Cl)c(O)c1	103	66	95	100	nt	94	104	88
CN(C)c1ccc(/C=C/C(=O)c2ccc(NC(=O)CCN3CCCC3)cc2O)cc1	105	114	105	111	106	104	110	105
Cn1nc(NC(=O)C(F)(F)F)c2ncc(-c3ccccc3)nc21	102	86	94	127	93	105	68	91

Some of the entries so far, with values under each structure:
Order of values: HOP-62	HOP-92	SK-MEL-5	M14	CCRF-CEM	LOX IMVI	EKVX	A549/ATCC
CCCCCCCC/C=C/CCCCCCCC1=NC(C)(C)CN1CCO
  6.2*	nt	3.2*	nt	-39*	-75*	59	25
O=C(O)C=C1c2ccccc2-c2ccccc21
  112	87	105	105	108	100	108	97
COc1cc(C(=O)c2c(-c3ccccc3)oc3ccccc23)cc(OC)c1O
  38	55	16	17	14	37	51	47
COc1ccc(-c2cn(CC(=O)Nc3nc4ccccc4s3)nn2)cc1
  113	115	99	100	101	96	95	103
c1ccc(-c2ccc(-c3nc4ccccc4[nH]3)cc2)cc1
  80	70	100	94	38	84	nt	92
COC(=O)c1c(NC(=O)c2cc(C)oc2C)sc2c1CCCC2
  98	107	98	94	103	94	87	95
CCCCCCCCCCCCCCCC[N+]1(C)CCOCC1
  nt	-15*	40	1.5*	-42*	-79*	64	24
[O-][N+](=Nc1ccc(Br)cc1)c1ccc(Br)cc1
  84	87	98	95	88	95	72	95
CC(=O)SC(c1ccccc1)(c1ccccc1)c1ccccc1
  143	114	104	101	94	99	103	94
CS(=O)(=O)Nc1ccccc1NS(C)(=O)=O
  95	72	102	102	97	105	117	nt
Cc1nc(-c2ccccc2)ncc1C(=O)O
  98	100	94	94	102	98	98	101
COc1cc(OC)c(NC(=O)c2ccccc2Cl)cc1Cl
  99	nt	101	96	nt	92	nt	nt
C/C(=C1/SC(=S)NC1=O)c1ccc(Cl)c(O)c1
  103	66	95	100	nt	94	104	88

(next part)
SMILES	HOP-62	HOP-92	SK-MEL-5	M14	CCRF-CEM	LOX IMVI	EKVX	A549/ATCC
O=C(CN1C(=O)c2ccccc2C1=O)N1CCOCC1	88	107	100	98	101	93	93	86
CCCCCCCCCCCCCOC(=O)c1c(C)[nH]c(/C=C2\N=C(c3ccc[nH]3)C=C2OC)c1C	30	-6.5*	-89*	1.9*	18	-56*	52	-4.5*
C/C(=N\NC(=S)Nc1ccccc1)c1sc(Nc2cccc(O)c2)nc1C	97	nt	97	102	98	92	88	104
CC(C)=CCCC(C)c1ccc(C)c2c1OCN(CCCCC(=O)O)C2 (stereo not drawn)	95	84	92	93	93	90	102	101
COc1ccc(/C=C2\Oc3cc(OCCN4CCCC4)ccc3C2=O)cc1OC	72	93	97	99	nt	89	105	85
CCCCCCCCCCCC[n+]1ccc(CCCCCCCCC)cc1	-85*	-55*	-97*	-83*	-35*	-95*	nt	-45*
CCOC(=O)Cn1ccsc1=NC(=O)c1ccc(Cl)cc1	83	73	107	96	87	89	83	103
N#CC1=C(Nc2ccccc2Cl)SC(c2c(Cl)cccc2Cl)NC1=O (stereo not drawn)	80	93	86	104	47	55	86	81
Cc1sc2c(c1C)C(c1ccc(Cl)cc1)=N[C@@H](CC(=O)NCCCCCNC(=O)COc1ccc(C3CCC(=O)NC3=O)cc1)c1nnc(C)n1-2 (stereo partly drawn)	16	nt	-13*	18	49	11	29	26
COc1ccc(-c2nc(/C=N/Nc3cc(C)nc4ccc(Cl)cc34)c(C)o2)cc1	83	-85*	57	-76*	-54*	-97*	-19*	-92*
COc1ccc2nc(-n3c(=O)c4ccccc4n(-c4ccccc4)c3=O)sc2c1	101	nt	104	104	95	88	91	97
CCOC(=O)/C(C#N)=C\c1cccnc1	97	106	102	95	nt	95	106	103
COc1cc(NC(C)=O)ccc1NC(=O)c1[nH]c(C)c(Cl)c1Cl	85	89	96	108	97	90	43	88
CC/C=C/[C@@H]1C=C[C@@H]2CCC[C@H]2[C@@H]1CC[C@H](O)[C@H](C)N	-90*	12	-93*	-76*	-44*	-92*	82	3.8*
COc1ccc(S(=O)(=O)NCCCNc2nccc(-c3cn(C(C)(C)C)nc3-c3ccc(Cl)c(OC)c3)n2)cc1	63	69	86	93	nt	73	47	64
N/C(=N\O)c1ccc(Cl)cc1	99	nt	105	92	nt	93	112	90
NC(=S)NN=C(c1ccccc1)c1ccccc1	101	93	102	98	77	100	92	91
Cc1nc2ccccc2c(/C=C/c2ccc(Cl)cc2)c1C(=O)/C=C/c1ccc(C(F)(F)F)cc1	-63*	-82*	-95*	-39*	8.6*	-89*	-60*	10
CO[C@H]1CSS[C@@H]1Cn1nc(-c2ccc(Oc3ccccc3)cc2)c2c(N)ncnc21	41	21	-4.2*	-93*	-16*	37	18	22
NS(=O)(=O)c1ccc(C(=O)N=Nc2c(O)[nH]c3ccccc23)cc1	103	103	101	101	100	105	94	94
CC(=O)C1C=CC(C)(C(=O)O)C2C=C(C)C(=O)C(C)(O)C12 (stereo not drawn)	108	107	104	115	87	106	nt	103
O=C(c1cc2cccnc2n1-c1ccc(Cl)c(Cl)c1)N1CC(F)(F)C1	110	97	100	130	104	96	105	107
O=C(Nc1ncc(Cc2ccc(Br)cc2)s1)C(=S)N1CCOCC1	103	89	100	107	99	95	107	99
O=C(CSc1nnc(/C=C\c2ccco2)c(=O)[nH]1)c1ccc(Cl)cc1	89	92	99	98	102	102	95	101
CC(C)(N)CCC(=O)O	110	73	98	102	nt	97	nt	96
Cc1cc(/C=C/c2ccc(C(F)(F)F)cc2)c2ccccc2n1	79	38	21	66	29	nt	32	58
O=C(C=NC(=O)c1ccccc1)/C=C(\O)c1ccccc1	102	96	99	100	90	98	96	100
c1ccc2c(OCCCn3ccnc3)c3oc4ccccc4c3nc2c1	87	85	87	118	73	61	83	64
Cc1ccc(NC(=O)NNC(=O)/C=C/c2cn(-c3ccccc3)nc2-c2ccc(C)cc2)cc1	100	109	95	82	nt	84	95	89
ClC1=C(Br)C(Br)(Br)C(=C(Br)Br)C1(Br)Br	121	94	93	82	25	78	111	95
CCCCC1COc2cccc3c(SCC(=O)N(C)c4cccc(Cl)c4)cc[n+]1c23 (stereo not drawn)	109	113	nt	nt	105	102	113	109
Cc1c(C(=O)Nc2nc3ccccc3s2)cnn1-c1ccccc1F	101	81	39	89	93	79	83	84
CCOC(=O)C1C(C)=CC(=O)CC1C(C)C (stereo not drawn)	121	105	110	106	88	100	nt	108
Cc1ccc(S(=O)(=O)Nc2ccc(C(=O)/C=C/c3cccc(C)c3)cc2)cc1	102	94	90	98	98	nt	93	81
Cc1ccc(-c2cc(-c3cc4ccccc4nc3Cl)[nH]c(=O)n2)cc1	-9.2*	5.6*	18	10	-30*	-82*	27	36
c1ccc(C2=NC(c3ccccc3)CC2)cc1 (stereo not drawn)	88	123	93	109	101	102	99	105
Cc1cc(=O)[nH]c(NNC(=O)c2ccc(Cl)cc2)n1	105	158	100	99	96	95	nt	101
CCCCCCOC(=O)c1cc(-c2cc([N+](=O)[O-])ccc2F)nc2ccccc12	99	83	100	96	94	92	96	103
O=C1C=CC(=O)N1c1ccc(N=Nc2ccccc2)cc1	112	92	99	101	93	93	118	124
CCCSc1nc(Nc2ccc(S(N)(=O)=O)cc2)c(C#N)c(-c2ccc(Cl)cc2)n1	-2.6*	nt	56	19	81	-96*	51	16
CCCCCCCCCCCCCCCC(=O)OC[C@H](NC(=O)C(Cl)Cl)[C@H](O)c1ccc([N+](=O)[O-])cc1	95	91	98	92	83	97	105	nt
CN(C)CCCC1(c2ccc(F)cc2)OCc2cc(-c3cc4ccccc4s3)ccc21 (stereo not drawn)	-66*	27	61	-69*	4.6*	-94*	47	-67*
CC1=CC(=O)C(C(C)=NCc2ccccn2)C(=O)O1 (stereo not drawn)	104	117	106	104	102	100	110	87
Cc1ccc2nc(NC(=O)CSc3nc(-c4ccccc4)c(C#N)c(=O)n3C)sc2c1	78	84	98	98	106	89	89	104
Nc1cccc(C(=O)c2ccccc2C(=O)O)c1	106	nt	107	97	98	102	124	110
O=C1C=CC(=O)N1c1cc(Cl)ccc1Cl	109&101	109	112&91	106&106	83	102&107	117&117	101&112
CCN(CC)c1ccc(/C=C\c2cc(C)c3cc(C)ccc3n2)cc1	46	-11*	2.7*	16	34	18	62	32
COc1ccccc1NCC(=O)NN	96	100	102	110	98	101	110	103
Nc1[nH]ncc1-c1nnc(Nc2ccc3c(c2)OCO3)o1	102	68	103	104	nt	88	92	94
COc1ccc(Cc2nnc3sc(SCC(=O)c4ccc(C)cc4)nn23)cc1	98	76	98	nt	93	93	nt	98
COc1ccc2c(c1)CC/C(=C\c1cccnc1Cl)C2=O	104	106	nt	96	93	96	98	89
Nc1ccc(C(=O)c2ccc(N)cc2)cc1	110	108	111	115	102	103	111	104
Cc1cc2c3ccccc3ccc2[n+]2ccccc12	9.2*	72	-45*	68	49	74	14	-17*
CCOc1ccccc1C(=O)OCC(=O)Nc1cccc(S(=O)(=O)N(C)C)c1	94	nt	97	107	169	101	104	88
COC(=O)C(=[N+]=[N-])C(=O)c1ccc([N+](=O)[O-])cc1	88	69	100	91	84	97	107	54
COc1cc(/C=C2\CN(C)C(=O)C2=O)ccc1O	97	125	105	109	107	106	93	95
Cc1nc2ccc(Br)cn2c1-c1nnc(SCc2ccc(Br)cc2)o1	87	110	96	101	104	96	100	101
C=CCOC(=O)C1=C(C)NC2=C(C(=O)CCC2)C1c1ccc(OC)cc1 (stereo not drawn)	93	nt	110	97	96	98	107	109
CC(=O)OC[C@@]1(O)C[C@@]23CC[C@@H]4[C@@]5(C)C[C@H]5CC[C@@]4(C)[C@@H]2CC[C@H]1C3	104	103	97	96	84	91	82	101
CCN(CC)CCCCCCCNc1cc(OC)cc2c(C)ccnc12	93	57	85	98	84	57	87	95

Continued.
SMILES	HOP-62	HOP-92	SK-MEL-5	M14	CCRF-CEM	LOX IMVI	EKVX	A549/ATCC
CCOCc1cc(-n2c(-c3ccc(Cl)cc3)cc(C(=O)OCC)c2C)ccc1O	86	94	88	92	97	86	88	73
COc1cc(-c2nn(-c3ccccc3)cc2-c2ccnc(NCCCNS(=O)(=O)c3cccc(F)c3)n2)ccc1Cl	nt	nt	77	85	nt	78	62	56
CCN(CC)CCCC(C)Nc1nc(-c2ccc(OC)cc2)nc2cc(Cl)ccc12 (stereo not drawn)	70	nt	0.4*	-29*	58	33	70	70
O=c1cc(/C=N\Nc2nc(-c3ccc(Cl)cc3)cs2)c2cc(Cl)ccc2o1	92	95	97	93	97	95	91	95

An unsorted share of the library. About 12% of those tested had a hit in this group.
